ALDH1A1 inh – inhibitors of human aldehyde dehydrogenase 1A1 | P00352 | Purified ALDH1A1, NADH fluorescence, propionaldehyde substrate | Potency, µM (titrated, usually from 75.3 µM), for inactives: top-dose activity, negative = inhibition, hits mostly inhibitors | 220,000 tested, 7.3% active | AID 1030; active = well fitted inhibition curve with a large enough effect, not every such curve was filed as active; inconclusive = small, poorly fitted or top-dose-only effect, or another doubt; inactive = no such curve, though single readings can be large or run the other way;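 also: plate controls were no enzyme wells and a reference inhibitor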
Target sequence (P00352 whole entry, looked up): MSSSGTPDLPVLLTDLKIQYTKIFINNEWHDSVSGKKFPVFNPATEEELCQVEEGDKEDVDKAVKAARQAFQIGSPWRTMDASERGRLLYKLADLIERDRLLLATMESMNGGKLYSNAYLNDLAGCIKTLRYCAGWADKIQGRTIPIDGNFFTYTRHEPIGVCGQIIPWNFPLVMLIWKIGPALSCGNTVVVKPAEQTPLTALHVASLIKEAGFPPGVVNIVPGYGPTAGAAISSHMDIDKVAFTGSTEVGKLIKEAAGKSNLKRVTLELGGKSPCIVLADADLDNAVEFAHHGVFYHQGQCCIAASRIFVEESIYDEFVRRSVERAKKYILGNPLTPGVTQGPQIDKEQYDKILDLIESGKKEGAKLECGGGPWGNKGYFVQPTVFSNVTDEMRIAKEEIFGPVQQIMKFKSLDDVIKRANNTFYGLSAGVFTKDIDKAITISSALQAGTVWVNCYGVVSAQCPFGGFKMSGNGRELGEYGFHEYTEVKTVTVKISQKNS
HTT cytoprotect – cytoprotection in Huntington HTT-Q103 PC12 cell model; AID 1471; Potency, µM (highest dose often 56.4 µM), inactives show cytoprotection (ATP increase), usual class: activators; PC12 HTT-Q103 induced, cytoprotection, ATP luminescence, 40 h; 230,000 tested, 0.14% active;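 also: % of control where 0% means no effect; nearly all actives have a fitted effect of over 45% in size; toxic huntingtin expression switched on by the ecdysone agonist tebufenozide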
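Rat PC12, Q103 Htt exon1-GFP fusion, ecdysone promoter; tebufenozide inducer 100 nM final; compound titration; qHTS, 1500 cells/well; ATPlite luminescent read.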
KDM4E inh – blocks human JMJD2E demethylase activity. B2RXH2. JMJD2E catalytic domain, FDH-coupled NADH fluorescence (FDH is formaldehyde dehydrogenase). Potency, µM (doses to about 57.1 µM), for the others: at the top dose activity change, negative = inhibition, most hits filed as inhibitors. 230,000 tested, 1.6% active. AID 2147; active = well fitted inhibition curve with a large enough effect, not every such curve was filed as active; inconclusive = small, poorly fitted or top-dose-only effect, or another doubt; inactive = no such curve, though single readings can be large or run the other way;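 also: 0% = wells with enzyme and -100% = buffer wells without enzyme; nearly all actives have a fitted effect of over 50% in size; many of its hits are not listed in these tables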
Target sequence (B2RXH2 1-337 limits assumed): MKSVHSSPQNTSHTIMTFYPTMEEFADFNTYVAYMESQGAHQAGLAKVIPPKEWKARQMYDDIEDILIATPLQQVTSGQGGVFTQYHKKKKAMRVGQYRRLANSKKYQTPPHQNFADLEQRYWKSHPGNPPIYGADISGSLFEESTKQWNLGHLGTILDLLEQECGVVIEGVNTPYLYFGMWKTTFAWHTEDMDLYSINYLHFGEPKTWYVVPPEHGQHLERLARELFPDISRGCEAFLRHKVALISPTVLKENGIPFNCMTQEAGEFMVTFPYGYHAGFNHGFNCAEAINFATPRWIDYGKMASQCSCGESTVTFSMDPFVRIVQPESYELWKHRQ
Tau ThT inhib – tau fibrillization inhibition (ThT binding); P10636; recombinant tau K18 P301L, heparin-induced fibrillization, ThT fluorescence; Potency, µM (titrated, usually from 57.4 µM), for the others: at the highest dose activity, negative = inhibition, most hits filed as inhibitors; 270,000 tested, 2.1% active; AID 1460; also: % is scaled to controls: 0 for no effect and ±100 for the full control effect; nearly all actives have a fitted effect of over 55% in size
Target sequence (P10636 561-689 P618L limits assumed): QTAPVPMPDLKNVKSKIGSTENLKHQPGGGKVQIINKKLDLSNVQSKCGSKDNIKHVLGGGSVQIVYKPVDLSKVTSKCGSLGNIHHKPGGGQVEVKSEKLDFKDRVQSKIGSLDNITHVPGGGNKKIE
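Heparin-induced (20 uM) aggregation of recombinant human K18 P301L tau, 15 uM unlabeled with 0.24 uM labeled, pH 7 acetate buffer, 6 hr at 37 C with compound. Fibrils quantified by 30 uM ThT fluorescence after 1 hr ambient incubation.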
Tau FP inhib – blocks human tau fibril formation measured by polarization | 280,000 tested, 0.39% active | Potency, µM (series often up to 57.7 µM), inactives show top-dose activity, negative = inhibition, actives largely listed as inhibitors | AID 1468 | P10636 | K18 P301L tau heparin fibrillization, Alexa594 FP, 6 h; also: % is scaled to controls: 0 for no effect and ±100 for the full control effect; nearly all actives have a fitted effect of over 55% in size
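K18 P301L tau (15 uM unlabeled/0.24 uM Alexa 594-labeled, final) + compound + heparin 20 uM final; 100 mM NaOAc pH 7; 6 hr 37 C; ThT 30 uM final added, 1 hr RT; FP ex 555/em 632 nm.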
Tau fluor counter – counter-screen for tau fibril formation inhibitors; AID 1463; Potency, µM (top dose mostly 57.7 µM), for inactives: top-dose activity change, negative = decrease; 280,000 tested, 0.93% active; tau K18 P301L Alexa594 fluorescence, heparin fibrillization; also: % is scaled to controls: 0 for no effect and ±100 for the full control effect; nearly all actives have a fitted effect of over 55% in size
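Human tau K18 P301L (15 uM unlabeled, 0.24 uM Alexa 594-labeled) in 100 mM sodium acetate pH 7 with 20 uM heparin, 6 hr at 37 C. ThT 30 uM added, 1 hr ambient; Alexa 594 FP and total fluorescence read at 555/632 nm.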
HTT aggregate – reduces HttQ103-GFP aggregates in PC12 cells | Potency, µM (highest dose often 46.1 µM), for the others: top-dose activity change, negative = inhibition, most hits filed as inhibitors | 220,000 tested, 1.1% active | PC12 HttQ103-GFP aggregates, Acumen cytometry, 40 h; also: % is scaled to controls: 0 for no effect and ±100 for the full control effect; nearly all actives have a fitted effect of over 60% in size
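PC12 cells stably carrying ecdysone-inducible HTT exon 1 Q103–GFP were induced with tebufenozide (100 nM final) and treated with library compounds in titration. GFP aggregates in lysates were counted by laser scanning cytometry.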
SMN2 splice enh – enhancers of SMN2 splice variant expression; 210,000 tested, 2.8% active; HEK293 SMN2-luciferase splicing reporter, luminescence, 30-36 h; AID 1458; Potency, µM (top dose mostly 46.1 µM), for the others: top-dose activity change, positive = activation, actives largely listed as activators; also: % of control where 0% means no effect; nearly all actives have a fitted effect of over 55% in size
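qHTS luciferase splicing reporter: luminescence rises when SMN2 exon 7 is included in transfected HEK293 cells. Compound exposure lasted 30-36 h at 37C, with 4.5 mM final sodium butyrate as control, followed by a ONE-Glo read.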
* marks the source's active call; other numbers are inactive results; ? = inconclusive; / = not tested or not shown; [ ] = remark or other dose. Unless noted, calls follow the shape of the dose curve; as a rule, active = well fitted curve in the direction sought with a large enough effect; inconclusive = small, poorly fitted or top-dose-only effect, or another doubt; inactive = no such curve, though single readings can be large; an effect the other way counts as inactive or inconclusive. Potency is read from the fitted curve at half-maximal effect. Not all compounds are listed; the hit share may differ from the screen's.

SMILES	ALDH1A1 inh	HTT cytoprotect	KDM4E inh	Tau ThT inhib	Tau FP inhib	Tau fluor counter	HTT aggregate	SMN2 splice enh
COc1cc(S(=O)(=O)N2CCOCC2)ccc1NC(=O)CSc1nnc(N)s1	-4%	-17%	3%	3%	-4%	1%	-6%	2%
NS(=O)(=O)c1ccc(CCNC(=O)c2cc(-c3cc(Cl)ccc3O)n[nH]2)cc1	18%	-15%[10 µM]	?	18%	-7%	-14%	-11%[9.22 µM]	/
S=C(NC1CCCCCC1)NC1CCCC1	0%	/	8%	3%	-1%	0%	-10%	18%
COC(=O)c1[nH]c2cccc(C)c2c1NC(=O)CN1CCN(C(=O)c2ccco2)CC1	?	-27%	-8%	2%	3%	-2%	-1%	-6%
CCOCCOCCC(C(=O)OCC)P(=O)(c1ccccc1)c1ccccc1 (stereo unspecified)	2%	24%	4%	-11%	-3%	-7%	-1%	8%
COC(=O)c1ccc(Oc2nc(NC(C)C)nc(NC(C)C)n2)cc1	/	-14%[10 µM]	-9%	-3%	5%	-5%	-14%[9.22 µM]	/
COc1ccccc1NC(=O)C1=C(C)Nc2ncnn2C1c1cccs1 (stereo unspecified)	5%	-15%[0.074 µM]	5%	-15%	10%	-13%	10%	-4%
O=C(NCC(=O)N(c1cccnc1)C(C(=O)NCc1ccco1)c1ccccc1)c1ccco1 (stereo unspecified)	9%	-20%	-2%	3%	12%	11%	20%[9.22 µM]	-15%
CCOC(=O)C1=C(c2ccccc2)OC(N)=C(C#N)C1c1ccncc1 (stereo unspecified)	?	-14%[10 µM]	8%	?	-12%	-10%	-3%[9.22 µM]	2%
CCCC(c1nnnn1Cc1cccs1)N1CCN(C2CCCC2)CC1 (stereo unspecified)	7%	4%	2%	-3%	9%	2%	-22%	16%
CCn1cc(CNC(=O)c2cc(-c3ccc(C)c(C)c3)nc3ccccc23)c(C)n1	/	/	/	-11%	0%	-7%	/	12%
Cc1cc(NS(=O)(=O)c2cccs2)no1	14%	-2%[10 µM]	1%	0%	0%	0%	-7%	-10%
CCN(CC)S(=O)(=O)c1ccc(-c2nnc3sc4cccc(C)c4n23)cc1	?	-22%	?	-16%	-5%	-13%	-8%	-17%
CC(C)(C)c1cc(CN2CCN(CCC#N)CC2)cc(C(C)(C)C)c1O	7.1µM*	-22%[10 µM]	3%	?	?	6%	23%	/
CCOc1c(OC)cc(C2C(C#N)=C(N)Oc3n[nH]c(-c4ccncc4)c32)cc1OC (stereo unspecified)	1%	-16%	-2%	-18%	-8%	-17%	-6%	-11%
CCc1ccc(OCC(=O)NC(=S)Nc2ccc(C(=O)O)cc2)cc1	?	-11%[10 µM]	11%	?	0%	-12%	6%[9.22 µM]	/
COc1ccccc1C1C(C(N)=O)=C(C)Nc2ncnn21 (stereo unspecified)	16%	15%	-5%	-1%	?	-1%	12%	-6%
COCCOC(=O)C1=C(C)NC(C)=C(C(=O)OCCOC)C1/C=C/c1ccccc1OC	/	-1%[10 µM]	?	-15%	3%	?	8%[9.22 µM]	/
O=C(Nc1ccc(-c2cn3ccccc3n2)cc1)c1cccs1	?	/	/	?	0%	-7%	?	11µM*
Cc1cc(=O)[nH]c2n[nH]c(-c3ccccc3)c12	?	-10%	?	-9%	-4%	1%	-1%	3%
C/C(=C\C(=O)c1ccc(F)cc1)Nc1ccc(N2CCOCC2)cc1	?	-12%[0.074 µM]	?	3.5µM*	10%	-20%	2%	-25%
N#Cc1ccc(-c2ccc(F)cc2)nc1Oc1ccc(F)cc1	?	-31%	?	-3%	-12%	-5%	12%	-4%
CC1CCN(C(=O)CCc2ccc(S(=O)(=O)NC(C)(C)C)cc2)CC1	-7%	10%	-1%	-7%	-5%	-10%	-2%	-28%
CNc1nc2c(C)cccn2c(=O)c1C=Nc1ccc(OC)cc1	?	1%[10 µM]	?	?	-1%	-12%	8%	1%
CC(/C=N/n1c(COc2ccccc2)n[nH]c1=S)=C\c1ccccc1	?	5%	-2%	?	8%	?	9%	-19%

Next results.
SMILES	ALDH1A1 inh	HTT cytoprotect	KDM4E inh	Tau ThT inhib	Tau FP inhib	Tau fluor counter	HTT aggregate	SMN2 splice enh
COc1cccc(-c2nc(Cc3ccc(OC)c(OC)c3)no2)c1	-4%	1%	-3%	-13%	-1%	-12%	?	-2%
Cc1c(NC(=O)CN2C(=O)NC3(CCCC3)C2=O)c(=O)n(-c2ccccc2)n1C	8%	-18%	7%	1%	-8%	-6%	-7%	-7%
O=C(Nc1ccc2c(c1)OCCO2)C1CCN(C(=O)c2ccc(Br)cc2)CC1	?	4%[0.074 µM]	0%	7%	4%	-5%	2%	-12%
COc1ccc(OC)c(NC(=O)C2C(C(=O)O)C3(Cl)C(Cl)=C(Cl)C2(Cl)C3(Cl)Cl)c1 (stereo unspecified)	-2%	22%[10 µM]	-7%	-21%	8%	-16%	18%[9.22 µM]	/
CCN(CC)S(=O)(=O)c1ccc(C)c(NC(=O)CN(C)C)c1	8%	14%[10 µM]	6%	-1%	-9%	-3%	-22%	/
Brc1ccc(C2=Nn3c(nnc3-c3cccnc3)SC2)s1	-4%	4%	-4%	-3%	-1%	1%	23%	-12%
O=C(C1CCN(S(=O)(=O)N2CCOCC2)CC1)N1CCN(Cc2ccc3c(c2)OCO3)CC1	-5%	7%	0%	-13%	-3%	-5%	2%	-18%
O=C(CNCc1ccccn1)N1CCc2ccccc2C1	/	15%[10 µM]	?	-10%	-7%	-7%	?	/
CC(=O)CSc1nc2cc3c(cc2cc1C#N)OCCO3	?	-188%[inhibitor]	?	1.6µM*	15%	?	-9%	/
CCOc1ccc2nc(C)cc(Nc3ccc4c(c3)OCCO4)c2c1	?	-52%[inhibitor]	13%	?	5%	-13%	8%	-34%[inhibitor]
Cc1ccc2cc(C)c3nnc(SCc4ccc(C(=O)O)cc4)n3c2c1C	/	-7%[10 µM]	-10%	/	5%	-9%	-1%[9.22 µM]	/
CC(C)NCC(O)COCCOc1ccc(C(C)(C)C)cc1 (stereo unspecified)	2%	5%[10 µM]	3%	-12%	4%	-10%	-5%	-12%
NC(=O)c1c(NC(=O)C2CCCO2)sc2c1CCC2 (stereo unspecified)	22µM*	-2%	-14%	-6%	-6%	-2%	-7%	0%
COc1cc(NCCCCCCCN)c2ncccc2c1	3.5µM*	-91%[inhibitor][10 µM]	8%	7%	5%	-3%	1.8µM*	1%
CC1(C)Cc2c(sc3nc(N/N=C/c4ccccc4)[nH]c(=O)c23)CO1	6%	-1%[10 µM]	5%	0%	-5%	-8%	?	-40%[inhibitor]
CCN(CC(=O)Nc1cccc(OC)c1)CC(=O)Nc1ccc(C)cc1Cl	?	-42%[inhibitor]	?	-6%	-7%	-16%	-1%	6%
CCOc1ccc(C(CC(=O)O)NC(=O)C(Sc2ccccc2)c2ccccc2)cc1 (stereo unspecified)	1%	?	5%	-5%	-2%	3%	-2%	-43%
N#C/C(=C\c1ccc([N+](=O)[O-])o1)c1nc2ccccc2[nH]1	9%	-23%[10 µM]	?	7.1µM*	?	11µM*[quencher]	-24%[9.22 µM]	-92%[inhibitor]
O=C(NCc1ccccc1)Nc1cccn(Cc2ccccc2F)c1=O	?	11%[10 µM]	?	1%	-6%	-2%	-8%	-26%
CCC(=O)c1ccc(-c2ccccc2)cc1	8%	2%[1.9 µM]	9%	?	6%	1%	4%	?

Full records from above. Values in the order: ALDH1A1 inh | HTT cytoprotect | KDM4E inh | Tau ThT inhib | Tau FP inhib | Tau fluor counter | HTT aggregate | SMN2 splice enh
Listed for CC(C)(C)c1cc(CN2CCN(CCC#N)CC2)cc(C(C)(C)C)c1O → 7.1µM* | -22%[10 µM] | 3% | ? | ? | 6% | 23% | /
Listed for O=C(CNCc1ccccn1)N1CCc2ccccc2C1 → / | 15%[10 µM] | ? | -10% | -7% | -7% | ? | /

Of the compounds above, eight have a halogen:
SMILES	ALDH1A1 inh	HTT cytoprotect	KDM4E inh	Tau ThT inhib	Tau FP inhib	Tau fluor counter	HTT aggregate	SMN2 splice enh
NS(=O)(=O)c1ccc(CCNC(=O)c2cc(-c3cc(Cl)ccc3O)n[nH]2)cc1	18%	-15%[10 µM]	?	18%	-7%	-14%	-11%[9.22 µM]	/
C/C(=C\C(=O)c1ccc(F)cc1)Nc1ccc(N2CCOCC2)cc1	?	-12%[0.074 µM]	?	3.5µM*	10%	-20%	2%	-25%
N#Cc1ccc(-c2ccc(F)cc2)nc1Oc1ccc(F)cc1	?	-31%	?	-3%	-12%	-5%	12%	-4%
O=C(Nc1ccc2c(c1)OCCO2)C1CCN(C(=O)c2ccc(Br)cc2)CC1	?	4%[0.074 µM]	0%	7%	4%	-5%	2%	-12%
COc1ccc(OC)c(NC(=O)C2C(C(=O)O)C3(Cl)C(Cl)=C(Cl)C2(Cl)C3(Cl)Cl)c1 (stereo unspecified)	-2%	22%[10 µM]	-7%	-21%	8%	-16%	18%[9.22 µM]	/
Brc1ccc(C2=Nn3c(nnc3-c3cccnc3)SC2)s1	-4%	4%	-4%	-3%	-1%	1%	23%	-12%
CCN(CC(=O)Nc1cccc(OC)c1)CC(=O)Nc1ccc(C)cc1Cl	?	-42%[inhibitor]	?	-6%	-7%	-16%	-1%	6%
O=C(NCc1ccccc1)Nc1cccn(Cc2ccccc2F)c1=O	?	11%[10 µM]	?	1%	-6%	-2%	-8%	-26%
